Compound activity from PubChem.
BoNT F protease – inhibitors of Botulinum neurotoxin F light chain protease. actives 0.22% (n = 360,000). inhibition, % at 10 µM. Multiplex microsphere protease cleavage assay, flow cytometry; in the data active means inhibition above about 35%, passing the limit was not always enough; inconclusive means no clear call, values can overlap the other calls; further: plate controls were buffer without enzyme for full effect and enzyme alone for no effect
Y pestis TopoI – blocks Yersinia pestis topoisomerase I activity; Y. pestis Topo-I cleavage product accumulation, plate reader; activity, % at 10 µM; actives 0.064% (n = 360,000); AID 504884; in the data active means activity above about 50%, passing the limit was not always enough; inconclusive means no clear call, values can overlap the other calls; further: inactives centre near 2
TcdB inh – TcdB glycohydrolase inhibition. P18177. TcdB glycohydrolase enzymatic assay, plate reader. inhibition, % at 9.99 µM. actives 0.24% (n = 350,000); in the data active means inhibition above about 10%
Target sequence (P18177 whole entry, looked up): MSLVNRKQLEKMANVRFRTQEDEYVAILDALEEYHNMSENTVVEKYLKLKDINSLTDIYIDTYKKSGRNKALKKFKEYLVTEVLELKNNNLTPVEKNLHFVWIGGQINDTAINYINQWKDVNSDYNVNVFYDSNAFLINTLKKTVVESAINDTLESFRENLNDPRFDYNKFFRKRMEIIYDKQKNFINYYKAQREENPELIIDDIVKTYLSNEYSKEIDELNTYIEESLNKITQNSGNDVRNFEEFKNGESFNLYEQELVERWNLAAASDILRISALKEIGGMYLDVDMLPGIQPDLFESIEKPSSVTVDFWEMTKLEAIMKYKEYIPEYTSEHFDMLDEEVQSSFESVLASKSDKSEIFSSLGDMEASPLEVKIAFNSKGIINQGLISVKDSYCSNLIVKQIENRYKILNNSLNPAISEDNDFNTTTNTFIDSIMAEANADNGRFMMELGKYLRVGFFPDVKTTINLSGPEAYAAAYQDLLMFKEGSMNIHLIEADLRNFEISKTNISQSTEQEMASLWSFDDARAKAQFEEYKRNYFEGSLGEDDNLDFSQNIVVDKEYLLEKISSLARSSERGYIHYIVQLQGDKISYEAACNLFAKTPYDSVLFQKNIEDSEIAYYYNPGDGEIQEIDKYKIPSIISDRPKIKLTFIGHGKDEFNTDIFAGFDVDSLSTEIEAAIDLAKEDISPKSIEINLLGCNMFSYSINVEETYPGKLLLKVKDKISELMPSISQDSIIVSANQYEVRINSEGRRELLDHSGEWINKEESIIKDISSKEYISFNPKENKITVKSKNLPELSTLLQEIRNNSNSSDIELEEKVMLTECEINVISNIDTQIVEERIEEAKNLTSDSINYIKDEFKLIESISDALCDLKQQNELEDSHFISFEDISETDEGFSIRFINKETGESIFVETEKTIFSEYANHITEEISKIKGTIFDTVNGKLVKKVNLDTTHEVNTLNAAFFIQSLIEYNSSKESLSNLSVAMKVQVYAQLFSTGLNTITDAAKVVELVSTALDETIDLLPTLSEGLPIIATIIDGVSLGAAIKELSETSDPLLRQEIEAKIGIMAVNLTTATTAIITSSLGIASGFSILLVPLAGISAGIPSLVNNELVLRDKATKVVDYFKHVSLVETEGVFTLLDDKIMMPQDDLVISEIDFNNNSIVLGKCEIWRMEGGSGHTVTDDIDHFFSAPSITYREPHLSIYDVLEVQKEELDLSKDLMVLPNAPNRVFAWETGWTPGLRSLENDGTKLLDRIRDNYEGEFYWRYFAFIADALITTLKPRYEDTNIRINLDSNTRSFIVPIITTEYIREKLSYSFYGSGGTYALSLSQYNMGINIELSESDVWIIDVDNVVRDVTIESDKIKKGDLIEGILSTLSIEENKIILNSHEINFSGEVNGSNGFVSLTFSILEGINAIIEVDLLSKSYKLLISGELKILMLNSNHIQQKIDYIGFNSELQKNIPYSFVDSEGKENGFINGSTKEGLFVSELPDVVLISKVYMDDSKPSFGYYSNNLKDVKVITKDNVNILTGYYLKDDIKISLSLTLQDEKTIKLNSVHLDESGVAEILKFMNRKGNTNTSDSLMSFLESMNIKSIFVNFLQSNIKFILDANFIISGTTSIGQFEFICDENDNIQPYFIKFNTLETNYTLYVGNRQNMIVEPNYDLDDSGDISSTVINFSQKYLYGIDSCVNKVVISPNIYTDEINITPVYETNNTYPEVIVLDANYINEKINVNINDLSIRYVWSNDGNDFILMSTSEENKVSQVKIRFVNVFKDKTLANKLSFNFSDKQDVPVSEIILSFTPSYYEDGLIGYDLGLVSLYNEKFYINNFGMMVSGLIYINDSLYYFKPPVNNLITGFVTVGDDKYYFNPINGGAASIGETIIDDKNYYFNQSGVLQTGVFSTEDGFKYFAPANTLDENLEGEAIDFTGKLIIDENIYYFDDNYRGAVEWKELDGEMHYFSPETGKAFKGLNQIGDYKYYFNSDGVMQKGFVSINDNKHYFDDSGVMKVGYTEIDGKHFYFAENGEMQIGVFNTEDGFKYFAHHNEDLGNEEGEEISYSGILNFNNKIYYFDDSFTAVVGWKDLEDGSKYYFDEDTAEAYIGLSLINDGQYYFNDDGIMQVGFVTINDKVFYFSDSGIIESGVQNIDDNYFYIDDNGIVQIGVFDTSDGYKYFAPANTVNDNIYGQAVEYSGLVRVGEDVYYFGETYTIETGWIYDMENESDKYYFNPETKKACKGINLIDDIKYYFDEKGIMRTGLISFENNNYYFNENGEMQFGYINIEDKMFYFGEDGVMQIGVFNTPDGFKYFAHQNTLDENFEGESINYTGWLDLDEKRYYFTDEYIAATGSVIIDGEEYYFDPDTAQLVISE
CCHF vOTU inh – blocks the CCHF virus ovarian tumor domain protease; CCHFV vOTU protease, Pep-AMC fluorescence; inhibition, % at 11.5 µM; actives 0.55% (n = 370,000); in the data active means inhibition above about 30%; further: 0% = vehicle wells with enzyme and 100% = no enzyme wells
BoNT A protease – blocks Botulinum neurotoxin A light chain protease; multiplex microsphere protease substrate cleavage, flow cytometry; inhibition, % at 10 µM; actives 0.17% (n = 360,000); further: plate controls were buffer without enzyme for full effect and enzyme alone for no effect
PfHsp40 yeast – restores yeast growth despite PfHsp40 toxicity. growth rescue, % at 12.5 µM. actives 0.68% (n = 340,000). AID 504582. S. cerevisiae expressing PfHsp40, growth rescue, ATP luminescence; in the data active means growth rescue above about 28%, passing the limit was not always enough; inconclusive means no clear call, values can overlap the other calls;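 further: yeast W303a lacking pdr1 and pdr3 grown in galactose medium; growth measured after three days at 30 °C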
FadD28 binding – M. tuberculosis FadD28 bisubstrate binding inhibition; FadD28 bisubstrate probe binding, fluorescence polarization; inhibition, % at 12.5 µM; actives 0.22% (n = 360,000); AID 588549; in the data active means inhibition above about 8.5%, passing the limit was not always enough; inconclusive means no clear call, values can overlap the other calls
Anthrax LF inh2 – inhibitors of Bacillus anthracis lethal factor protease. actives 0.12% (n = 360,000). multiplex microsphere protease cleavage assay, LF. inhibition, % at 10 µM. AID 588501. P15917; further: plate controls were buffer without enzyme for full effect and enzyme alone for no effect
PrPC surface inh – inhibitors of human cell surface prion protein PrPC | actives 0.43% (n = 370,000) | P04156 | TR-FRET read-out | AID 720596 | inhibition, % at 13.8 µM; in the data active means inhibition above about 24%; further: 0% = median of the test wells and 100% = reference compound wells
Starred values were filed as active, the others as inactive; ? = inconclusive; · = no result given; & = joins results of further samples. Unless noted, no stated cut-off is given here; in the data, active means inhibition above about 30%; inconclusive means no clear call, values can overlap the other calls; inactive means below that. Rows are unselected, and some 2.3% of all compounds hit somewhere here.

SMILES | BoNT F protease | Y pestis TopoI | TcdB inh | CCHF vOTU inh | BoNT A protease | PfHsp40 yeast | FadD28 binding | Anthrax LF inh2 | PrPC surface inh
COc1ccccc1N(CC(=O)Nc1c(C)n(C)n(-c2ccccc2)c1=O)S(=O)(=O)c1ccc(C)cc1 | -2 | 1 | 0.5 | 0 | -0.6 | -1.2 | -0.7 | -3 | 4
CC(C)(CC(=O)O)Cc1nc(-c2ccc(Cl)cc2)no1 | 0 | 5 | -1.5 | 15 | 0.3 | 0.5 | -3.2 | -2 | -5
CCCCNC(=O)C1c2ccccc2OCC(=O)N1CCc1c[nH]c2ccccc12 (configuration not stated) | -6 | · | 1.6 | -3 | 0.1 | · | · | -8 | -10
CN(Cc1ccccc1)C(=O)c1ccc(NC(=O)Cc2cccc(NC(=O)C3CCN(C(=O)C4CCC4)CC3)c2)cc1 | -7 | -3 | 0.1 | -3 | 0.3 | 1.1 | -2.6 | 2 | 0
O=C(O)CCNS(=O)(=O)c1ccc(Oc2ccccc2Cl)cc1 | -2 | 1 | · | 4 | -1.6 | 1.1 | 0.2 | -3 | 5
CC(Oc1cccc(F)c1)C(=O)Nc1ccc(N2CCOCC2)cc1 (configuration not stated) | 0 | -4 | 1.3 | 2 | -0.2 | -0.8 | -1.9 | -3 | 5
COc1ccc(NC(C)=O)cc1NC(=O)CSc1nnc(-c2ccncc2)n1C | 1 | 0 | · | 8 | ? | 1.7 | -0.2 | -5 | -10
Cc1cc(NC(=O)CN2C(=O)NC(C)(CC(C)C)C2=O)no1 (configuration not stated) | -5 | 5 | -0.3 | 10 | -0.4 | -1.0 | -1.4 | 2 | 6
CC(=O)c1ccc(N2CCN(C(=O)c3ccc4c(c3)OCO4)CC2)cc1 | -8 | 13 | -0.7 | 19 | -2.9 | 0.9 | 0.5 | -6 | 0
O=C(c1cccn2c(=O)c3cc(Cl)ccc3nc12)N1CCC2(CC1)OCCO2 | -9 | 5 | · | -40 | -0.1 | 0.1 | 0.7 | -2 | -8
COc1ccc(S(=O)(=O)N2CCOCC2)cc1NC(=O)CC1CCCC1 | -8 | 6 | -1.8 | -10 | 0.9 | -0.4 | -0.6 | -3 | -2
CCCNC1CCS(=O)(=O)C1 (configuration not stated) | -13 | 4 | · | 1 | 0.3 | 0.1 | -0.5 | 0 | -4
CC1CCCCN1C(=O)Cn1cnc2c1c(=O)n(C)c(=O)n2C (configuration not stated) | 0 | 4 | 1.2 | -3 | -0.9 | -0.7 | -0.6 | -1 | 8
Cc1n[nH]c(=O)c2c(NC(=O)CSc3nc4ccccc4c(=O)n3CCCOC(C)C)oc(C)c12 | -10 | 0 | 1.4 | 6 | 2.0 | -0.4 | -2.6 | -1 | -5
NC(=O)c1ccc(C(F)(F)F)n(Cc2cccc(Cl)c2)c1=O | -10 | 7 | · | 5 | -0.5 | 0.0 | -3.2 | -4 | 0
Cc1ccccc1CNC(=O)CN(c1ccccc1Cl)S(C)(=O)=O | -15 | 10 | 1.5 | -2 | -2.7 | 0.7 | -1.0 | -7 | 0
O=C(N1CCCC1)C(F)(F)Oc1ccc(F)cc1 | -2 | 0 | 0.4 | -20 | -0.4 | 0.0 | -2.5 | -6 | 2
CC(OC(=O)c1cc(S(=O)(=O)N(C)c2ccccc2)ccc1Cl)C(=O)Nc1ccc2c(c1)OCCO2 (configuration not stated) | -11 | 1 | · | 3 | 1.6 | 1.4 | -5.2 | 2 | 2
CCCCN(CCCC)CCNC(=O)CN1C(=O)CSc2ccc(S(=O)(=O)N3CCOCC3)cc21 | -2 | 14 | 0.0 | 5 | 0.3 | -0.1 | -3.5 | 1 | -3
COc1ccc(N(CC(=O)NCc2cccnc2)S(=O)(=O)c2ccccc2)c(OC)c1 | -14 | -1 | 2.3 | 2 | 0.1 | -0.6 | -3.8 | -2 | 4
CC(C)Oc1ccc(/C=C(/NC(=O)c2ccccc2)C(=O)NCCC(=O)O)cc1 | -1 | 15 | -6.5 | 14 | 0.3 | -0.7 | 0.7 | -1 | -1
CCc1nnc(NC(=O)c2cc(-c3ccccn3)nc3ccccc23)s1 | -3 | 3 | -0.6 | -1 | -0.4 | -0.6 | -0.6 | 13 | -1
Cc1ccc(S(=O)(=O)N2CCOC2CNC(=O)C(=O)NCC(C)C)cc1 (configuration not stated) | 0 | -6 | 1.0 | -1 | 3.0 | -0.9 | -2.1 | -2 | -7
CCn1c(=N)n(CC(O)COc2cccc(C)c2)c2ccccc21 (configuration not stated) | 1 | -5 | · | 5 | 0.3 | -0.7 | -2.7 | -4 | -6
CCC(=O)Nc1cccc(C(=O)OC)c1 | 8 | 4 | 0.0 | -8 | -1.6 | -0.7 | 0.7 | 1 | -4
Next section.
SMILES | BoNT F protease | Y pestis TopoI | TcdB inh | CCHF vOTU inh | BoNT A protease | PfHsp40 yeast | FadD28 binding | Anthrax LF inh2 | PrPC surface inh
O=C(NCCC1=CCCCC1)c1[nH]c(C(F)(F)F)nc1-c1ccccc1 | -9 | · | 0.3 | 7 | -0.4 | · | -1.6 | -9 | 9
Cc1cc(C)n(S(=O)(=O)c2cc(Cl)ccc2Cl)n1 | 5 | 5 | · | 4 | 0.0 | -0.7 | -1.3 | 1 | 5
CC(=O)N1CCn2c3ccc(C)cc3c3cccc1c32 | 13 | 22 | · | 12 | -0.3 | 1.9 | -4.3 | -2 | 4
CCN1CCN(c2ccc(S(=O)(=O)N3CCOCC3)cc2NC(=O)COc2ccc(F)cc2Cl)CC1 | -2 | 24 | 0.3 | 3 | 1.3 | 1.0 | -3.5 | 1 | -3
Cc1cccc(C(=O)Nc2ccc(C(=O)N/N=C/c3cccc(C)n3)cc2)c1 | 14 | -10 | 0.5 | -3 | 2.8 | 0.3 | -1.4 | -3 | 3
O=C(CCc1ccccc1)Nc1ccc(F)c([N+](=O)[O-])c1 | 1 | 1 | -0.6 | 9 | -1.0 | 1.9 | -1.7 | -2 | -37
COc1ccc(-c2c(C#Cc3ccccc3)c3ccccc3n2C)cc1 | 4 | 16 | -10 | 15 | 4.7 | 1.6 | -3.4 | 7 | -1
O=C(COc1ccc(Br)cc1)NCCCNC(=O)c1ccncc1 | 4 | 12 | 1.5 | 9 | 1.2 | -1.2 | 0.5 | 3 | 1
O=C(O)CSc1nc(-c2ccccc2)c(-c2ccccc2)[nH]1 | -9 | 5 | 0.2 | 12 | -0.4 | -0.3 | -2.4 | -5 | -2
O=C(CN1C(=O)C2C3C=CC(C4CC34)C2C1=O)NCc1ccco1 (configuration not stated) | -1 | -5 | 1.5 | -21 | 0.2 | 0.3 | 0.4 | 1 | 5
O=C(Nc1ccccc1F)Nc1ccc([N+](=O)[O-])cc1Cl | 4 | -5 | 0.8 | -8 | 0.1 | 1.7 | -1.6 | 0 | -4
CC(C)CN(CCNC(=O)CN1N=C(c2ccc(Cl)cc2)CCC1=O)CC(C)C | -22 | 32 | -0.5 | -18 | -4.8 | -1.0 | 0.9 | -5 | -3
Cc1noc(C)c1NC(=O)Nc1ccc2c(c1)C(=O)N([C@H](C)CO)C[C@H](C)[C@@H](CN(C)S(=O)(=O)c1cn(C)cn1)O2 | -2 | 0 | 0.5&1.0 | 8 | -0.2 | 0.5 | -3.0 | -3 | 4
CCOC(=O)c1cc2c(=O)n3cccc(C)c3nc2n(CCCOC)c1=NC(=O)c1cccnc1 | -6 | -2 | · | -195 | 3.9 | -0.1 | -3.7 | 2 | -24
CC(Cc1ccccc1)NC(=O)Cc1ccc([N+](=O)[O-])cc1 (configuration not stated) | 2 | 4 | 0.5 | -5 | 1.8 | -1.1 | 1.2 | 4 | -5
O=C(Cn1ccc2ccccc2c1=O)NCC(=O)N1CCN(c2ccccc2F)CC1 | 1 | 0 | 1.2 | 10 | 0.3 | -0.6 | -2.6 | 1 | 5
CCn1c(C(=O)NCc2ccccn2)cc2sccc21 | -7 | 10 | · | -11 | -2.5 | 2.1 | -1.7 | 0 | -1
CCOC(=O)C(=CNc1ccc(C)cc1C)C(=O)OCC | -4 | 12 | · | 7 | -1.2 | 0.4 | -3.0 | 2 | -4
Cc1cccc(OCC(=O)NC(=S)Nc2ccccc2N2CCOCC2)c1 | -4 | 12 | 0.7 | 12 | 0.0 | 3.2 | -3.5 | 0 | 3
O=C(NCCCN1CCc2ccccc2C1)Nc1ccc(Cl)cc1 | -6 | -5 | · | 0 | -4.0 | 1.2 | -5.7 | -1 | -1
Nc1ccccc1C(=O)OCCc1ccccc1 | -1 | 8 | 0.9 | -7 | 0.1 | -0.6 | -0.3 | -8 | -1
Cc1nc(-c2ccc(Cl)cc2)sc1C(=O)O | 2 | -3 | -1.4 | -2 | -1.0 | -0.6 | 0.9 | 4 | -4
Cc1cccc(NC(=O)/C(=C\c2ccco2)NC(=O)c2cccs2)c1 | 8 | 0 | · | 24 | 2.0 | 1.2 | 0.4 | 6 | -8
CN(C)CCCN(Cc1ccccc1)C(=S)Nc1ccc(OC(F)F)cc1 | -5 | -2 | · | -19 | -1.0 | -0.7 | -0.9 | 0 | -2
CC1CCN(c2ccccc2NC(=O)c2ccc([N+](=O)[O-])o2)CC1 | -1 | 0 | 0.1 | 1 | 1.9 | -1.0 | -2.5 | 0 | 1

An excerpt from above in order of SMILES length, descending:
SMILES | BoNT F protease | Y pestis TopoI | TcdB inh | CCHF vOTU inh | BoNT A protease | PfHsp40 yeast | FadD28 binding | Anthrax LF inh2 | PrPC surface inh
Cc1noc(C)c1NC(=O)Nc1ccc2c(c1)C(=O)N([C@H](C)CO)C[C@H](C)[C@@H](CN(C)S(=O)(=O)c1cn(C)cn1)O2 | -2 | 0 | 0.5&1.0 | 8 | -0.2 | 0.5 | -3.0 | -3 | 4
Cc1cccc(C(=O)Nc2ccc(C(=O)N/N=C/c3cccc(C)n3)cc2)c1 | 14 | -10 | 0.5 | -3 | 2.8 | 0.3 | -1.4 | -3 | 3
CC1CCN(c2ccccc2NC(=O)c2ccc([N+](=O)[O-])o2)CC1 | -1 | 0 | 0.1 | 1 | 1.9 | -1.0 | -2.5 | 0 | 1
CN(C)CCCN(Cc1ccccc1)C(=S)Nc1ccc(OC(F)F)cc1 | -5 | -2 | · | -19 | -1.0 | -0.7 | -0.9 | 0 | -2
O=C(O)CSc1nc(-c2ccccc2)c(-c2ccccc2)[nH]1 | -9 | 5 | 0.2 | 12 | -0.4 | -0.3 | -2.4 | -5 | -2
O=C(COc1ccc(Br)cc1)NCCCNC(=O)c1ccncc1 | 4 | 12 | 1.5 | 9 | 1.2 | -1.2 | 0.5 | 3 | 1
CC(=O)N1CCn2c3ccc(C)cc3c3cccc1c32 | 13 | 22 | · | 12 | -0.3 | 1.9 | -4.3 | -2 | 4
CCn1c(C(=O)NCc2ccccn2)cc2sccc21 | -7 | 10 | · | -11 | -2.5 | 2.1 | -1.7 | 0 | -1
Cc1nc(-c2ccc(Cl)cc2)sc1C(=O)O | 2 | -3 | -1.4 | -2 | -1.0 | -0.6 | 0.9 | 4 | -4

Next part:
SMILES | BoNT F protease | Y pestis TopoI | TcdB inh | CCHF vOTU inh | BoNT A protease | PfHsp40 yeast | FadD28 binding | Anthrax LF inh2 | PrPC surface inh
Cc1cc(=O)n2nc(N3CCCC(C(=O)NC(C)c4ccccc4)C3)sc2n1 (configuration not stated) | -22 | 0 | · | 1 | -0.7 | 0.1 | -2.8 | -4 | 10
O=C(N/N=C/c1ccc(O)c(O)c1)C1c2ccccc2Oc2ccccc21 | -11 | -13 | · | 5 | -0.2 | -0.7 | -3.4 | -2 | -4
Cc1cc(N2CCC(C)CC2)nc(NCc2ccccc2)n1 | 2 | 19 | 0.0 | -1 | 0.4 | -1.5 | -1.1 | -1 | 19
CCN(CC)c1ccc(/C=N/NS(=O)(=O)c2cccc([N+](=O)[O-])c2)cc1 | -5 | 4 | · | 8 | 0.7 | 0.1 | -1.9 | -2 | -7
Cc1ccc(C(=O)CN2/C(=C(\O)c3ccccc3)C(=O)c3ccccc3S2(=O)=O)c(C)c1 | -3 | 3 | · | · | 0.8 | 35* | -0.5 | -1 | ·
CC1(C)C2CC=C(/C=N/n3cnnc3)C1C2 (configuration not stated) | -3 | 4 | · | -3 | 0.5 | -1.1 | 0.3 | -2 | -2
